# Tau ThT inhib – tau fibrillization inhibition (ThT binding) | Potency, µM (highest dose often 57.4 µM), for the others: at the top dose activity, negative = inhibition, usual class: inhibitors | recombinant tau K18 P301L (four-repeat tau fragment), heparin-induced fibrillization, ThT fluorescence | actives 2.1% (n = 270,000); further: on the % scale 0 is the no-effect control and ±100 the full control effect; nearly all actives have a fitted effect of over 55% in size
# Target sequence (P10636 561-689 P618L limits assumed): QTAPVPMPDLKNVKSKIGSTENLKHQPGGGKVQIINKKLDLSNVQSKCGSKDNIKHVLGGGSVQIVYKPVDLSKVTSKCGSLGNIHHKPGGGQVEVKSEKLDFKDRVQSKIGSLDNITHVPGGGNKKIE
#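 K18 P301L tau (15 uM + 0.24 uM Alexa 594-tagged), heparin 20 uM, NaOAc pH 7, 6 h 37 C; ThT 30 uM, 1 h RT, ex 450/em 510 nm.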
# SMN2 splice up – enhancers of SMN2 splice variant expression; Potency, µM (top dose mostly 46.1 µM), for inactives: at the highest dose activity change, positive = activation, usual class: activators; AID 1458; actives 2.8% (n = 210,000); HEK293 SMN2-luciferase splicing reporter, luminescence, 30-36 h; further: % of control where 0% means no effect; nearly all actives have a fitted effect of over 55% in size
#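 HEK293 cells carry an SMN2 minigene-luciferase reporter in which exon 7 inclusion puts luciferase in frame. Cells were seeded at 2000 cells/well, attached for 10-12 hours, then exposed to compounds for 30-36 hours at 37C before ONE-Glo luminescence.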
# Lamin A splicing – changes lamin A minigene splicing in HeLa cells | HeLa LMNA splicing GFP/RFP minigene ratio, 48 h | Potency, µM (doses to about 46.1 µM), inactives show top-dose ratio change, negative = inhibition, hits mostly inhibitors | actives 0.01% (n = 200,000); active means well fitted inhibition curve with a large enough effect in the signal ratio, with a control signal flat, not every such curve was filed as active; inconclusive means small, poorly fitted or top-dose-only effect, or effect the other way, or a change in a side signal; the % refers to the signal ratio; further: on the % scale 0 is the no-effect control and ±100 the full control effect
#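 Read-out is the ratio of GFP to DsRed2 object intensity, acquired by 488 nm laser-scanning cytometry on HeLa lamin A-EGFP minigene reporter cells. Compound incubation 48 hrs at 37 °C in Opti-MEM with 2% FBS; DMSO 0.5% final.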
# RECQ1 helicase – RECQ1 (human) helicase inhibition | RECQ1 DNA unwinding, red fluorescence kinetic read | actives 0.54% (n = 240,000) | P46063 | AID 2549 | Potency, µM (highest dose often 57.3 µM), for inactives: at the highest dose activity, negative = inhibition, actives largely listed as inhibitors;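 further: plate controls were vehicle for no effect and no enzyme for full effect; nearly all actives have a fitted effect of over 30% in size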
#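 50 nM RECQ1T1 preincubated 15 min with compound in Tris pH 8.0 buffer with MgCl2, DTT, Tween-20 and 2.5 ug/ml poly(dI-dC); started with 200 nM TAMRA/BHQ-2 forked duplex and 2 mM ATP. Unwinding read as fluorescence (525/598 nm), two reads 2 h apart.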
# JMJD2E inh – JMJD2E (human) inhibition; Potency, µM (series often up to 57.1 µM), without a hit: at the top dose activity change, negative = inhibition, hits mostly inhibitors; AID 2147; B2RXH2; JMJD2E catalytic domain, FDH-coupled NADH fluorescence (FDH is formaldehyde dehydrogenase); actives 1.6% (n = 230,000); active means well fitted inhibition curve with a large enough effect, not every such curve was filed as active; inconclusive means small, poorly fitted or top-dose-only effect, or another doubt; inactive means no such curve, though single readings can be large or run the other way;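 further: 0% = wells with enzyme and -100% = buffer wells without enzyme; nearly all actives have a fitted effect of over 50% in size; many of its hits are not listed in these tables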
# ALDH1A1 inh – inhibitors of human aldehyde dehydrogenase 1A1; AID 1030; Potency, µM (top dose mostly 75.3 µM), inactives show at the highest dose activity, negative = inhibition, most hits filed as inhibitors; actives 7.3% (n = 220,000); Purified ALDH1A1, NADH fluorescence, propionaldehyde substrate; P00352; active means well fitted inhibition curve with a large enough effect, not every such curve was filed as active; inconclusive means small, poorly fitted or top-dose-only effect, or another doubt; inactive means no such curve, though single readings can be large or run the other way;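 further: plate controls were no enzyme wells and a reference inhibitor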
# KinaseGlo FLuc – Kinase-Glo luciferase inhibition (counter-screen) | Kinase-Glo luciferase, ATP luminescence, 8 min | Potency, µM (titrated, usually from 38.3 µM), for the others: at the top dose activity change, negative = inhibition, usual class: inhibitors | actives 0.28% (n = 200,000) | AID 1379; further: on the % scale 0 is the no-effect control and ±100 the full control effect; nearly all actives have a fitted effect of over 60% in size
#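 Substrate mix (final 50 mM imidazole pH 7.2, 50 mM KCl, 7 mM MgCl2, 10 uM ATP, 0.01% Tween 20, 0.05% BSA) plus pin-tool compound, then Kinase-Glo detection mix; 8 min ambient, luminescence read.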
# L3MBTL1 block – blocks human L3MBTL1; Q9Y468; AlphaScreen L3MBTL1–H3K9me1 peptide binding; Potency, µM (highest dose often 57.1 µM), inactives show at the highest dose activity, negative = inhibition, usual class: inhibitors; actives 0.66% (n = 230,000); further: on the % scale 0 is the no-effect control and ±100 the full control effect; nearly all actives have a fitted effect of over 60% in size
# Target sequence (Q9Y468 whole entry, looked up): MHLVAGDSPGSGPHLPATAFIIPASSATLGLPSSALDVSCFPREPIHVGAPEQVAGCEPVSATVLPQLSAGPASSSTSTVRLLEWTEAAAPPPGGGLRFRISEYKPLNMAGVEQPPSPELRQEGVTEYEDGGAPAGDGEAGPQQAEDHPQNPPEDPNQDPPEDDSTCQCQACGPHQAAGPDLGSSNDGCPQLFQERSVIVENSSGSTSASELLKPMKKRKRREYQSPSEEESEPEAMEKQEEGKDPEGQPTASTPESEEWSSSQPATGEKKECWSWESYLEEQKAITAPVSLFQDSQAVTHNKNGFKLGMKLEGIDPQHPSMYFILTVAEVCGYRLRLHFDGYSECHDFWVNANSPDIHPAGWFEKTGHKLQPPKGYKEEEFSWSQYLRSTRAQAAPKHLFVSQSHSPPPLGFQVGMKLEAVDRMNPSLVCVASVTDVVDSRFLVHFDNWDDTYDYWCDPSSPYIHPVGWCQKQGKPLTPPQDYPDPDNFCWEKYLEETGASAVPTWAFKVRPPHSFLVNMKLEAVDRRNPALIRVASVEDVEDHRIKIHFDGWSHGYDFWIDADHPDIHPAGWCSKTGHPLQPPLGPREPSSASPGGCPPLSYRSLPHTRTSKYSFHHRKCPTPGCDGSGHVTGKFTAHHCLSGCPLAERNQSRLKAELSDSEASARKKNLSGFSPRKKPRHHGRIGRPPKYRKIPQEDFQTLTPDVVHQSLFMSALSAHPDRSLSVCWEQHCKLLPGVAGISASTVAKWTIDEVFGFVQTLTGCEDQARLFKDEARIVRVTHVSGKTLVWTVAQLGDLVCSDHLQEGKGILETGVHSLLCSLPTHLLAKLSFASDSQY
#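 L3MBTL1 50 nM + b-AHA-H3(1-15)K9me1 75 nM, 30 min RT; compound added, 30 min RT; streptavidin donor/Ni-chelate acceptor beads 10 ug/mL each final, 30 min RT dark; AlphaScreen read.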
# Numbers without * were called inactive; i = inactive; ? = inconclusive; . = no result given; & = joins results of further samples; [ ] = dose if it differs, or a comment. Unless noted, the call rests on the fitted dose curve; in most records, active means well fitted curve in the direction sought with a large enough effect; inconclusive means small, poorly fitted or top-dose-only effect, or another doubt; inactive means no such curve, though single readings can be large; an effect the other way counts as inactive or inconclusive. Potency means the concentration at half of the fitted maximal effect. A portion of the library (hit frequency here may not be typical).
# Codes – A = Tau ThT inhib; B = SMN2 splice up; C = Lamin A splicing; D = RECQ1 helicase; E = JMJD2E inh; F = ALDH1A1 inh; G = KinaseGlo FLuc; H = L3MBTL1 block
> COc1cc([N+](=O)[O-])ccc1NC(=O)Nc1nc2c(s1)CCCC2
  A: ? | B: 5% | C: ? | D: -11% | E: -6% | F: 9% | G: 3% | H: -4%

> O=C(N/N=C/c1c[nH]c2ccccc12)c1cccs1
  A: ? | B: . | C: . | D: -12% | E: -3% | F: -2% | G: . | H: -9%

> CC(=O)C(=[N+]=[N-])C(=O)NCc1ccccc1
  A: -8% | B: 9% | C: -7% | D: -1% | E: 1% | F: 6% | G: 2% | H: 6%

> COc1ccccc1CN1CCCC2(CCN(S(C)(=O)=O)CC2)C1
  A: . | B: -1% | C: . | D: -2% | E: . | F: 11% | G: 0% | H: .

> OCCNc1ccc(Cl)cc1
  A: -15% | B: 25% | C: 3% | D: -7% | E: 4% | F: 3% | G: -6% | H: 2%

> COc1ccccc1C1C(C(C)=O)=C(O)C(=O)N1CCc1ccccc1 (configuration not stated)
  A: -13% | B: -9% | C: ? | D: -12% | E: -1% | F: -7% | G: 4% | H: 4%

> CC(=O)n1c2c(c3ccccc31)OC(N)=C(C#N)C2c1cccc(Cl)c1Cl (configuration not stated)
  A: -5% | B: 4% | C: ? | D: -4% | E: ? | F: 6% | G: 0% | H: 3%

> CCC(C)(C)NC(=O)C(c1cccn1C)N(Cc1ccccc1)C(=O)Cn1nnc2ccccc21 (configuration not stated)
  A: 8% | B: 8% | C: -6% | D: -10% | E: 7% | F: 10% | G: -1% | H: 6%

> O=S1(=O)N=C(SCCO)c2ccccc21
  A: -5% | B: . | C: 3% | D: -8% | E: -7% | F: 13% | G: . | H: 6%

> CCCCC/C=C\C/C=C\C/C=C\C=C\[C@@H](O)CCCC(=O)O
  A: ? | B: -4%&-6% | C: . | D: -24% | E: 2% | F: 5%&-3% | G: 1% | H: .

> CCC(=O)N1CCCc2cc(S(=O)(=O)N3CCC(N4CCCCC4)CC3)ccc21
  A: 5% | B: 20% | C: -4% | D: -17% | E: 6% | F: ? | G: 0% | H: .

> Brc1ccc(OCCCN2CCOCC2)cc1
  A: -9% | B: 2% | C: 7% | D: -8% | E: -30% | F: -11% | G: -3% | H: .

> CCN1CCN(c2nc(-c3cccnc3)nc3ccccc23)CC1
  A: -7% | B: 10% | C: -3% | D: -4% | E: -3% | F: -3% | G: -3% | H: 1%[11.4 µM]

> Cn1c(SCC(=O)NC(C)(C)C)nnc1-c1ccc(C(C)(C)C)cc1
  A: -12% | B: -20% | C: 11% | D: i | E: 11% | F: -6% | G: 1% | H: 0%

> Cc1ccc(-n2nnc3c(=O)n(Cc4cccc(C)c4)cnc32)cc1
  A: 7% | B: -55%[inhibitor] | C: ? | D: -14% | E: -2% | F: 4% | G: 3% | H: -1%

# Whole records from above. Order of screens: Tau ThT inhib	SMN2 splice up	Lamin A splicing	RECQ1 helicase	JMJD2E inh	ALDH1A1 inh	KinaseGlo FLuc	L3MBTL1 block
# O=S1(=O)N=C(SCCO)c2ccccc21 across the screens: -5%	.	3%	-8%	-7%	13%	.	6%
# CC(=O)C(=[N+]=[N-])C(=O)NCc1ccccc1 across the screens: -8%	9%	-7%	-1%	1%	6%	2%	6%
# CCC(=O)N1CCCc2cc(S(=O)(=O)N3CCC(N4CCCCC4)CC3)ccc21 across the screens: 5%	20%	-4%	-17%	6%	?	0%	.

# (more compounds)
# Codes – A = Tau ThT inhib; B = SMN2 splice up; C = Lamin A splicing; D = RECQ1 helicase; E = JMJD2E inh; F = ALDH1A1 inh; G = KinaseGlo FLuc; H = L3MBTL1 block
> Cc1ccccc1-c1nc(CN2CCC(C(=O)NCC3CCCO3)CC2)c(C)o1 (configuration not stated)
  A: -17% | B: ? | C: ? | D: -6% | E: 3% | F: 15% | G: -6% | H: -2%

> Fc1ccc2[nH]c3c(N4CCN(C5CCCCC5)CC4)ncnc3c2c1
  A: -16% | B: . | C: ? | D: -3% | E: ? | F: ? | G: . | H: -6%

> COc1ccc(-c2nnc(-c3cccnc3)o2)cc1OC
  A: -8% | B: 5% | C: -10% | D: -5% | E: ? | F: -6% | G: -7% | H: -3%

> CN(Cc1ccccc1)c1nnc(N)s1
  A: -10% | B: 5% | C: 2% | D: -7% | E: 2% | F: 6% | G: -2% | H: 5%

> CCOC(=O)/C(C#N)=C/Nc1cc(OC)ccc1OC
  A: -2% | B: 0% | C: 7% | D: -4% | E: ? | F: ? | G: 1% | H: 18%

> O=C(CN(C(=O)Cn1nnc(-c2ccc(F)cc2)n1)c1ccc(F)c(Cl)c1)NCC1CCCO1 (configuration not stated)
  A: 0% | B: -29% | C: . | D: -3% | E: -4% | F: -9% | G: 6% | H: ?

> CCOc1ccc(CCNC(=O)C2CCCN(c3nnc(-n4cccc4)s3)C2)cc1OCC (configuration not stated)
  A: 0% | B: -14% | C: 11% | D: 2% | E: 6% | F: ? | G: -6% | H: -8%

> Cn1c(=O)oc2cc(S(=O)(=O)NC3CCCc4ccccc43)ccc21 (configuration not stated)
  A: -5% | B: -23% | C: -10% | D: -16% | E: -8% | F: -11% | G: 1% | H: .

> CC(=O)C1=C(O)C(=O)N(Cc2cccnc2)C1c1ccc(C(C)C)cc1 (configuration not stated)
  A: -10% | B: . | C: -10%[46 µM] | D: -2% | E: -16% | F: 14% | G: 2% | H: 10%

> CN(C)c1ccc(/C=N/NC(=O)CSc2ccccn2)cc1
  A: ? | B: . | C: . | D: 3% | E: ? | F: ? | G: . | H: -9%

> COc1ccccc1NC(=O)c1ccc(NC(=O)c2cc3c(s2)CCC3)cc1
  A: 0% | B: -33%[inhibitor] | C: -10% | D: -6% | E: ? | F: ? | G: 1% | H: 9%

> COC(=O)c1oc2ccc(Br)cc2c1NC(=O)CCN1CCOCC1
  A: -6% | B: -16% | C: -3% | D: 2% | E: -8% | F: 11% | G: -2% | H: 1%

> CC(=O)Nc1sc(C)c(C)c1CN1CCN(S(=O)(=O)c2ccccc2)CC1
  A: 11% | B: -13% | C: -16% | D: -17% | E: -8% | F: ? | G: 0% | H: -8%

> O=C(/C=C/c1ccc(Cl)cc1)NCc1cccs1
  A: 1% | B: 4% | C: 1% | D: i | E: 9% | F: 1% | G: -1% | H: 8%

> COc1ccc([N+](=O)[O-])cc1NC(=O)Nc1cccc(Cl)c1
  A: -2% | B: -41%[inhibitor] | C: ? | D: -11% | E: -6% | F: 4% | G: -2% | H: 10%

# (further entries)
# Codes – A = Tau ThT inhib; B = SMN2 splice up; C = Lamin A splicing; D = RECQ1 helicase; E = JMJD2E inh; F = ALDH1A1 inh; G = KinaseGlo FLuc; H = L3MBTL1 block
> CN(c1cccnc1)c1ncnc2[nH]ncc12
  A: -2% | B: . | C: 12%[46 µM] | D: -11% | E: 7% | F: 13% | G: . | H: 1%

> Cc1csc(NC(=O)CCN2C(=O)c3ccccc3S2(=O)=O)n1
  A: -3% | B: ? | C: -3% | D: -5% | E: 11% | F: ? | G: -2% | H: .

> COC(=O)c1cc(OC)c(OC)cc1NC(=S)N1CCN(C/C=C/c2ccccc2)CC1
  A: ? | B: -8% | C: ? | D: -18% | E: -21% | F: ? | G: 2% | H: -18%

> O=C(c1cc(-c2ccc(O)cc2)on1)N1CCCc2ccccc21
  A: -16% | B: -7% | C: -8% | D: -18% | E: -3% | F: ? | G: -2% | H: -3%

> Nc1nc(N2CCOCC2)n[nH]1
  A: 0% | B: 11% | C: -8%[46 µM] | D: -13% | E: 12% | F: 9% | G: 0% | H: 27%

> CCc1ccc(NC(=O)c2ccc3ncsc3c2)cc1
  A: -14% | B: 8.9µM* | C: 8% | D: -1% | E: -16% | F: -3% | G: 1% | H: 2%

> CCOc1ccc(C2NC(=O)NC(C)=C2C(=O)OC)cc1C (configuration not stated)
  A: -6% | B: -18% | C: -28% | D: -5% | E: 8% | F: -13% | G: -4% | H: .

> O=C(NCN1CCc2ccccc2C1)c1cnccn1
  A: 1% | B: -14% | C: 3% | D: -10% | E: 56%[activator] | F: 17% | G: -5% | H: -2%

> COc1cc(NC(=O)COn2nnc3ccc(S(C)(=O)=O)cc32)cc(OC)c1
  A: 8% | B: 9% | C: -16%[46 µM] | D: -2% | E: 5% | F: -5% | G: 0% | H: 11%

> CCC(=O)c1ccc(N2CCN(C(=O)c3ccc(F)cc3)CC2)c(F)c1
  A: -8% | B: -24% | C: 17%[9.22 µM] | D: i | E: 12% | F: -3% | G: -1% | H: 1%

> Cc1cccc(-n2c(C)cc(C)c(C#N)c2=O)c1
  A: -2% | B: . | C: -1%[46 µM] | D: i | E: 4% | F: ? | G: -1% | H: 0%

> Cc1ccccc1-c1nnc(Cc2ccccc2)o1
  A: 1% | B: 11µM* | C: 13% | D: i | E: 4% | F: 6% | G: -2% | H: 19%

> Cc1ccc(NC(=O)c2c(C(F)(F)F)nn(C)c2Cl)cc1C
  A: -5% | B: 0% | C: 10% | D: -4% | E: -3% | F: 17% | G: 4% | H: -1%

> Cc1ccc(-c2noc(=O)n2CC(=O)Nc2ccc(S(=O)(=O)NC3CC3)cc2)cc1
  A: 6% | B: 5% | C: -15% | D: -3% | E: -2% | F: 13% | G: 2% | H: .

> COC(=O)c1sc(NC(=O)CSc2n[nH]c(N)n2)c(C(=O)OC)c1C
  A: -6% | B: -14% | C: 9%[46 µM] | D: -10% | E: 5% | F: 0% | G: -3% | H: -25%

> O=C(c1coc2ccc(O)cc12)C1CC1
  A: -11% | B: -5% | C: 18% | D: -3% | E: 5% | F: 2.8µM* | G: -1% | H: 0%

> O=C(CN(C1CCCCC1)S(=O)(=O)c1ccc(F)cc1)NCCCO
  A: -6% | B: 2% | C: 9% | D: i | E: 5% | F: 8% | G: -1% | H: 5%

> Cc1cnc(C(=O)OCc2ccc(COC(=O)c3cnc(C)cn3)cc2)cn1
  A: 2% | B: -10% | C: 6%[46 µM] | D: -17% | E: 4% | F: 12% | G: -1% | H: 18%

# Screens as filed in PubChem BioAssay.
